PLAP activator: human PLAP activation; purified PLAP enzyme, luminescent substrate read-out; stronger effect = higher value; activation fold at 20 µM; P05187; hit rate 1.2% among 96,000; in the data active = activation fold above about 2
PLK1 PBD inh: Plk1 (human) PBD binding inhibition; P53350; Plk1 PBD phosphopeptide binding, fluorescence polarization; inhibition, %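 (tested at about 20 µM)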; hit rate 0.13% among 97,000; AID 693; in the data active = inhibition above about 34%, passing the limit was not always enough
CYP2C9 inh: human CYP2C9 inhibition; P11712; CYP2C9 Supersomes, luciferin-H conversion, luminescence; inhibition, % at 5 µM; hit rate 20% among 96,000; AID 777;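 active = blocking of liver enzyme CYP2C9 beyond about 50% at 5 µM, limit read from the data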; note: values of inactives mirror those of a sister screen read the other way
CYP2C19 activ: increases human CYP2C19 enzyme activity; P33261; recombinant CYP2C19, luciferin-H EGE luminescence; stronger effect = higher value; 0 = fully inhibited enzyme, 1 = untreated enzyme; activation factor at 5 µM; 96,000 tested, under 10 active;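 active = activation factor of at least 2 at 5 µM in the primary screen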;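 note: 0 = wells with 2.5 mM tranylcypromine and 1 = vehicle-only wells; values of inactives mirror those of a sister screen read the other way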
PLK1 inh: PLK1 (human) kinase inhibition; P53350; recombinant PLK1 kinase, TR-FRET peptide phosphorylation; inhibition, % at 10 µM; hit rate 0.53% among 97,000; AID 619;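 active = inhibition of 50% or more in the single-concentration screen; inactive = inhibition below 50%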;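 note: 0% = DMSO max control and 100% = H-89 dihydrochloride min control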
EphB4 antag: antagonists of human EphB4-ephrin-B2 interaction; P54760; EphB4 LBD / TNYL-RAW-Alexa532 peptide, fluorescence polarization; inhibition, % at 7 µM; hit rate 0.15% among 97,000;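 active = inhibition above the screen-wide mean inhibition plus 3 SD, cut at about 15% in these data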;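 note: 0% = DMSO wells and 100% = excess unlabeled TNYL-RAW peptide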
Target sequence (P54760 whole entry, looked up, the tested form may be a part): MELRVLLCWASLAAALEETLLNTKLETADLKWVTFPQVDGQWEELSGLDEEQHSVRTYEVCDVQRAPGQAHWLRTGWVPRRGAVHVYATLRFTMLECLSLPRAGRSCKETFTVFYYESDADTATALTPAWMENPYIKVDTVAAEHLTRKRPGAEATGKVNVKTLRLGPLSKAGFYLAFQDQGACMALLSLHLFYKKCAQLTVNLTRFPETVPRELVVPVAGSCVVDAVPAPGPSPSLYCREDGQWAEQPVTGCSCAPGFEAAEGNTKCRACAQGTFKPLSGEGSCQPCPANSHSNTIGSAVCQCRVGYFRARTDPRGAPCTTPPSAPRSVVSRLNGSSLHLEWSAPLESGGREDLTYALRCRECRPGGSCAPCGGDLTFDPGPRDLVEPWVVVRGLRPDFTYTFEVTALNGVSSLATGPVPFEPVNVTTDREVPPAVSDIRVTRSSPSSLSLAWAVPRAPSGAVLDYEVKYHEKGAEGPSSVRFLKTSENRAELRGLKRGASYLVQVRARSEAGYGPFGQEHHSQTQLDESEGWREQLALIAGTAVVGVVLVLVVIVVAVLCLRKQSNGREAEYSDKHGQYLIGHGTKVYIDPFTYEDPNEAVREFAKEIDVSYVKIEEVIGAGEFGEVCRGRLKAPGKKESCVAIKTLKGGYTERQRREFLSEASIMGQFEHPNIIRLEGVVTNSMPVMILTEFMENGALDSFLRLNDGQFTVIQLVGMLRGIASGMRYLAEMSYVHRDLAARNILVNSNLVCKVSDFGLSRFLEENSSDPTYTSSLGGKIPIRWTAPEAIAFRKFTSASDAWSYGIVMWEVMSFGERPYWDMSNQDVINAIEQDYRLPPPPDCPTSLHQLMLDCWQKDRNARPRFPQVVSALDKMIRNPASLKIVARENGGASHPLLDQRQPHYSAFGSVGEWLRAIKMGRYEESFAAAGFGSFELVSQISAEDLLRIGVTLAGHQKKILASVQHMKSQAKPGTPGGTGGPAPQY
CYP2C19 inh: human CYP2C19 inhibition; P33261; CYP2C19 Supersomes, luciferin-H EGE luminescence, 30 min; inhibition, % at 5 µM; hit rate 21% among 96,000; AID 778;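 active = CYP2C19 inhibition above a set limit at 5 µM in the primary screen, cut at about 50% in these data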;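 note: plate controls were negative control wells for no effect and 2.5 mM tranylcypromine positive control for full effect; values of inactives mirror those of a sister screen read the other way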
Rev-RRE block: HIV Rev-RRE protein-RNA interaction inhibition | Rev peptide-RRE RNA binding, FRET | inhibition, % at 8 µM | hit rate 0.79% among 97,000;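 active = inhibition above the screen-wide mean plus 3 SD, cut at about 35% in these data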;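 note: 0% = median DMSO wells and 100% = median Neomycin B control wells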
Target sequence (P05866 whole entry, looked up): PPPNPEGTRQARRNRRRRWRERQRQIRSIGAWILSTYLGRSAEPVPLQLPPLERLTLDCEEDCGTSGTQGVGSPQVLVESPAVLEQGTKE
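Assay system: Rev peptide and RRE RNA, both fluorescently labelled; times: 5 min preincubation and 15 min binding, 25 °C; detection: FRET, ex 480 nm, em 540 and 671 nm; read-out basis: % inhibition from 671/540 nm acceptor-to-donor ratio, scaled between controls; benchmarks: DMSO low control, neomycin B high control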
CYP2C9 act: activators of human CYP2C9; AID 1024; recombinant CYP2C9, luciferin-H conversion, luminescence; stronger effect = higher value; factor 1 = untreated enzyme, 0 = blocked; hit rate 1.4% among 96,000; P11712; activation factor at 5 µM;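 active = activation factor of 2 or more for CYP2C9 at a 5 µM dose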;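 note: 0 = sulfaphenazole-blocked wells and 1 = vehicle-only wells; values of inactives mirror those of a sister screen read the other way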
Active calls of the source: *; x = not tested or not shown.

item | mol | PLAP activator | PLK1 PBD inh | CYP2C9 inh | CYP2C19 activ | PLK1 inh
1 | O=c1c(F)cn(C2CCCO2)c(=O)n1Cc1c(F)cccc1Cl (stereo unspecified) | 1 | -14 | 16 | 0.1 | -5
2 | COc1ccc(-n2nnc3c(=O)n(CC(=O)N4CCC(Cc5ccccc5)CC4)cnc32)cc1 | 1.1 | x | 18 | 1 | x
3 | CCOC(=O)CSc1ncc(-c2ccccc2)nn1 | 0.9 | 4 | 46 | 0.3 | 5
4 | O=C(O)CC1C(=O)NCCN1Cc1ccc(F)c(F)c1 (stereo unspecified) | x | -14 | x | x | 65*
5 | COc1ccc(-c2noc(CCCc3ccccc3)n2)cc1OC | 1.2 | 25 | 61* | 0.2 | -9
6 | CN(C)/C=N/c1c(C#N)cnn1-c1ccccc1 | 0.8 | 8 | -16 | 0.5 | 2
7 | C=CCN1C(=O)CN=C1NCc1ccccc1 | 0.9 | 5 | -12 | 0.9 | -12
8 | CCN(CC)c1ccc(C(=O)n2cnc3ccccc32)cc1 | 1 | x | 75* | 0.2 | x
9 | COc1ccc(CNC(=O)C(c2ccco2)N(Cc2cccs2)C(=O)Cc2cccs2)cc1 (stereo unspecified) | 1 | 19 | -6 | 0.9 | -2
10 | COC(=O)Cc1c(C)c2ccc(OCc3nn[nH]n3)c(C)c2oc1=O | 1 | -7 | 12 | 1 | -8
11 | CC1(C)Cc2c(sc3nc(-c4cccs4)n(N)c(=O)c23)CO1 | 0.8 | x | 35 | 0.9 | x
12 | CCC(=O)n1nc(-c2ccccc2)nc1N | 1 | -9 | 1 | 0.8 | -12
13 | O=C(NCc1cccs1)C1CCC(CNS(=O)(=O)c2ccc(Br)s2)CC1 (stereo unspecified) | 0.9 | 3 | 13 | 0.9 | -9
14 | CCOC(=O)Cn1c(=N)n(Cc2ccccc2)c2ccccc21 | 0.9 | -16 | -10 | 1.2 | -13
15 | CCCN(CC1CC1)C(=O)COC(=O)c1[nH]c(C)c(C(=O)OCC)c1C | 1.4 | -18 | 44 | 0.4 | -1

item | EphB4 antag | CYP2C19 inh | Rev-RRE block | CYP2C9 act
1 | 0 | 92* | 0 | 0.8
2 | x | 5 | x | 0.8
3 | 7 | 70* | 4 | 0.5
4 | -3 | x | 3 | x
5 | -8 | 80* | 10 | 0.4
6 | -9 | 46 | 4 | 1.2
7 | 1 | 8 | 8 | 1.1
8 | x | 85* | x | 0.3
9 | -1 | 8 | 9 | 1.1
10 | 4 | 2 | 10 | 0.9
11 | x | 6 | x | 0.6
12 | 5 | 16 | 3 | 1
13 | -3 | 11 | 2 | 0.9
14 | -10 | -16 | -7 | 1.1
15 | 6 | 60* | 12 | 0.6

Next part, overlapping the part above by 2 compounds.
item | mol | PLAP activator | PLK1 PBD inh | CYP2C9 inh | CYP2C19 activ | PLK1 inh
14 | CCOC(=O)Cn1c(=N)n(Cc2ccccc2)c2ccccc21 | 0.9 | -16 | -10 | 1.2 | -13
15 | CCCN(CC1CC1)C(=O)COC(=O)c1[nH]c(C)c(C(=O)OCC)c1C | 1.4 | -18 | 44 | 0.4 | -1
16 | CCOC(=O)C1=C(C)SC2=NS(=O)(=O)CCN21 | 1 | 11 | -2 | 0.6 | -1
17 | CCN(CC)C(=O)c1cc2sc3ccccc3c2s1 | 1.3 | -7 | -136 | 0.7 | -8
18 | COc1cc2c(cc1OC)C(c1ccccc1)N(C(=O)CCl)CC2 (stereo unspecified) | 1 | 0 | 40 | 0.6 | -15
19 | O=C(CSc1nncs1)NC(=O)NCc1ccccc1 | 0.8 | x | 5 | 0.6 | x
20 | Cc1c(Cl)c([N+](=O)[O-])nn1CC(=O)NC1CCCCC1 | 1 | -7 | 13 | 0.8 | -2
21 | CCOC(=O)c1ccc(S(=O)(=O)N2CCC(C(=O)OCC)CC2)cc1 | 0.9 | -29 | 19 | 0.8 | -2
22 | COc1ccc(N2CCN(C(=O)C(CCSC)N=C3NS(=O)(=O)c4ccccc43)CC2)cc1 (stereo unspecified) | 1.3 | 3 | 33 | 0.9 | 4
23 | CCOC(=O)CN1CC23C=CC(O2)C(C(=O)NCc2ccc(C)cc2)C3C1=O (stereo unspecified) | 1.1 | 20 | -2 | 0.9 | -1
24 | Cc1cccc(-c2oc(C)c(C)[n+]2[O-])c1 | 1 | 4 | -6 | 0.9 | -3
25 | O=C(Nc1cccc2cccnc12)c1cccc2ccccc12 | 0.8 | -13 | -61 | 1.1 | -7
26 | Clc1cccc(Cl)c1CNC1CCCC1 | 1.1 | 18 | -2 | 0.8 | -2
27 | Cc1cc(N2CCCC2)nc(-c2ccccc2O)n1 | 1.1 | 5 | 27 | 0.9 | -10
28 | COC(=O)CCN(C1CCCCC1)S(=O)(=O)c1ccc(S(=O)(=O)N2CCCCC2)cc1 | 0.9 | 0 | 8 | 0.9 | 0
29 | Cc1ccc(C(=O)Nc2ccc(Cl)cn2)cc1 | 0.9 | 19 | 5 | 0.8 | 5
30 | COC(=O)c1ccc(C)c(NS(=O)(=O)c2ccc(OC)cc2)c1 | 1.2 | -3 | 70* | 0 | -15

item | EphB4 antag | CYP2C19 inh | Rev-RRE block | CYP2C9 act
14 | -10 | -16 | -7 | 1.1
15 | 6 | 60* | 12 | 0.6
16 | 1 | 40 | 7 | 1
17 | -4 | 27 | 2 | 2.4*
18 | -1 | 39 | -2 | 0.6
19 | x | 38 | x | 0.9
20 | -2 | 21 | 4 | 0.9
21 | -2 | 19 | -3 | 0.8
22 | 0 | 12 | 1 | 0.7
23 | -5 | 7 | 1 | 1
24 | 3 | 8 | 5 | 1.1
25 | 6 | -7 | 6 | 1.6
26 | -2 | 24 | 1 | 1
27 | 6 | 10 | 12 | 0.7
28 | -1 | 8 | 6 | 0.9
29 | 7 | 18 | 6 | 0.9
30 | 4 | 100* | 2 | 0.3

Looked up above:
compound 3 – PLAP activator: 0.9
compound 24 – PLAP activator: 1

Next records.
item | mol | PLAP activator | PLK1 PBD inh | CYP2C9 inh | CYP2C19 activ | PLK1 inh
31 | Cc1ccc(C2Oc3ccccc3C3=C2C(c2cccs2)n2ncnc2N3)cc1 (stereo unspecified) | 1 | -19 | 50 | 0.8 | -6
32 | CCCC(c1nnnn1CCC(C)C)N1CCC(C(N)=O)CC1 (stereo unspecified) | 1.1 | -32 | -8 | 1.1 | -5
33 | O=C(O)CCCCCn1c(SCC(=O)N2CCCC2)nc2ccsc2c1=O | 1 | -9 | -3 | 1.1 | -16
34 | CC1=CC(C)(C)Nc2ccc(OS(=O)(=O)c3ccc(C)cc3)cc21 | 1.2 | -8 | 45 | 0.8 | -7
35 | O=C(Nc1ccc(Cl)c(Cl)c1)Oc1ccc(NC(=O)c2ccco2)cc1 | 1.1 | 25 | -13 | 1.1 | -8
36 | CC1(C)CC2(CC(C)(C)NC(=O)N2)NC(=O)N1 | 1.1 | -8 | -4 | 1.1 | -17
37 | CCOC(=O)c1sc(NC(=O)c2ccc(Br)o2)cc1C | 0.9 | -10 | 15 | 0.8 | -7
38 | O=C1CC(C(=O)Nc2ccccc2)N=C(N2CCCCC2)N1 (stereo unspecified) | 0.8 | 6 | -4 | 1 | -8
39 | O=C(NCCCN1CCOCC1)c1ccc(Cl)c(S(=O)(=O)N2CCCCCC2)c1 | 1.5 | -17 | 22 | 0.9 | -5
40 | O=C(NCc1cccs1)C1CCCN(S(=O)(=O)c2cccs2)C1 (stereo unspecified) | 0.9 | -5 | 72* | 0.8 | 0
41 | CCOc1cc(C2C(C(=O)c3ccccc3)=C(C(=O)OC)Nc3nnnn32)ccc1O (stereo unspecified) | 0.9 | -14 | -1 | 1.2 | -8
42 | O=c1[nH]c(CN2CCN(c3ccccc3)CC2)nc2ccccc12 | 1.4 | -1 | -3 | 1.1 | -4
43 | COC(=O)Cc1ccc(NC(=O)c2cccs2)cc1 | 1.1 | -14 | 3 | 1.1 | -15
44 | CN(C)N=Nc1ccc(S(=O)(=O)N2CCSC2C(=O)O)cc1 (stereo unspecified) | x | 28 | x | x | -12
45 | Cc1cc(NS(=O)(=O)c2ccc(NC(=O)c3cc(-c4cccnc4)nc4ccc(Cl)cc34)cc2)no1 | 1.1 | -17 | 41 | 1 | -3

item | EphB4 antag | CYP2C19 inh | Rev-RRE block | CYP2C9 act
31 | 5 | 17 | 10 | 0.5
32 | 0 | -7 | 5 | 1.1
33 | -11 | -11 | -5 | 1
34 | -1 | 25 | 0 | 0.5
35 | 7 | -6 | 9 | 1.1
36 | 2 | -6 | 7 | 1
37 | 6 | 24 | 8 | 0.9
38 | 2 | -2 | 6 | 1
39 | 1 | 7 | -1 | 0.8
40 | 1 | 22 | 6 | 0.3
41 | -2 | -17 | 1 | 1
42 | 1 | -7 | 6 | 1
43 | 6 | -11 | 7 | 1
44 | -8 | x | 1 | x
45 | -9 | 5 | 0 | 0.6

PLK1 inh, hit marks shown above.
item | mol | PLAP activator | PLK1 PBD inh | CYP2C9 inh | CYP2C19 activ | PLK1 inh
4 | O=C(O)CC1C(=O)NCCN1Cc1ccc(F)c(F)c1 (stereo unspecified) | x | -14 | x | x | 65*

item | EphB4 antag | CYP2C19 inh | Rev-RRE block | CYP2C9 act
4 | -3 | x | 3 | x

Compound profiles, as listed above. Values in the order: PLAP activator | PLK1 PBD inh | CYP2C9 inh | CYP2C19 activ | PLK1 inh | EphB4 antag | CYP2C19 inh | Rev-RRE block | CYP2C9 act
CCCC(c1nnnn1CCC(C)C)N1CCC(C(N)=O)CC1 (stereo unspecified) across the screens: 1.1 | -32 | -8 | 1.1 | -5 | 0 | -7 | 5 | 1.1
CC1=CC(C)(C)Nc2ccc(OS(=O)(=O)c3ccc(C)cc3)cc21 across the screens: 1.2 | -8 | 45 | 0.8 | -7 | -1 | 25 | 0 | 0.5

Continuation:
item | mol | PLAP activator | PLK1 PBD inh | CYP2C9 inh | CYP2C19 activ | PLK1 inh
46 | O=C(CC1N=C2c3ccccc3N=C(SCc3ccc(F)cc3)N2C1=O)NCc1ccco1 (stereo unspecified) | 1.5 | -16 | 32 | 0.9 | -2
47 | CCN(CCNC(=O)C1CCN(S(=O)(=O)c2cccc3cccnc23)CC1)c1ccccc1 | 1.5 | x | -199 | 0.7 | x
48 | O=C(COC(=O)c1ccc[nH]c1=O)NCC1CCCO1 (stereo unspecified) | x | 13 | x | x | -7
49 | O=C(c1cnc2n(c1=O)CCS2)N1CCN(c2ccc([N+](=O)[O-])cc2)CC1 | 0.8 | -20 | 9 | 1.1 | -9
50 | O=C(Cn1c(=O)oc2cc(S(=O)(=O)N3CCCC3)ccc21)N1CCN(C2CCCCC2)CC1 | 1.5 | 15 | 6 | 0.9 | -23
51 | CCOC(=O)c1cc(NC(=O)CSc2nnc(CN3CCOCC3)n2C)ccc1Cl | x | 0 | x | x | -7
52 | Cc1nn(-c2ccc(F)cc2)c2sc(C(=O)N3CCCCCC3)cc12 | 0.9 | 11 | 68* | 0.3 | -1
53 | COC(=O)c1c(NC(=O)c2ccco2)sc2c1CCC2 | 1.1 | -11 | 40 | 0.8 | -6
54 | Cn1c(NCc2cccnc2)nc2c1c(=O)n(Cc1ccccc1F)c(=O)n2C | 1.2 | 6 | 13 | 1 | -12
55 | COc1ccccc1N1CCN(C(=O)Cn2nc(C(F)(F)F)c3c2CCC3)CC1 | 1.5 | -15 | -94 | 0.5 | -8
56 | O=C(C1=C(O)C(=O)N(Cc2ccccc2)C1c1ccco1)c1ccco1 (stereo unspecified) | 1.1 | 23 | 24 | 1.2 | -3

item | EphB4 antag | CYP2C19 inh | Rev-RRE block | CYP2C9 act
46 | 5 | 12 | 8 | 0.7
47 | x | 32 | x | 3*
48 | 3 | x | 8 | x
49 | -4 | -6 | -2 | 0.9
50 | 0 | 5 | 7 | 0.9
51 | 4 | x | 11 | x
52 | 12 | 68* | 12 | 0.3
53 | -14 | 23 | 2 | 0.6
54 | 9 | 2 | 6 | 0.9
55 | -5 | 48 | -1 | 1.9
56 | -8 | -22 | 0 | 0.8
